HSF-1 act – HSF-1 activators, primary screen, NIH3T3-HGL cells, MG132 stress, luminescence, single point. hit rate 1.7% among 300,000. NIH3T3-HGL HSF-1 luciferase reporter, 8 h; 100% = twice DMSO control signal. activation, % at 9 µM. AID 504408, 2011;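 active = mean replicate activation of at least 50% with a set share of replicates each reaching 50%; inconclusive = only one of those two conditions met; inactive = mean below 50% and too few replicates reaching it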;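 note: 0% = median of the neutral control wells and 100% = twice that signal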
IEC-6 cytotox – cytotoxicity in IEC-6 intestinal epithelial cells, primary screen, cytotoxicity control for KLF5 inhibitor project, cell-based, luminescence | IEC-6 cytotoxicity, luminescence viability | inhibition, % at 5 µM | hit rate 0.78% among 290,000 | AID 1825, 2009; in the data active = inhibition above about 22%;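 note: 0% = plate median of test compound wells and 100% = cytotoxic reference compound wells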
GSK3beta inhib – human GSK3beta kinase inhibitors, primary screen, biochemical, cell-free homogeneous, HTS; Glycogen synthase kinase-3 beta (Homo sapiens), P49841; GST-GSK3beta kinase, ADP-Glo luminescence, 60 min; active compounds read low; hit rate 0.038% among 300,000; activity score (negative = inhibition), % at 10 µM;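 active = more than half of replicate wells score below -50%, meaning over 50% inhibition versus plate controls; inconclusive = some replicates but at most half score below -50%; inactive = no replicate scores below -50%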;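 note: 0% = median DMSO wells and -100% = median GW8510 positive control wells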
Target sequence (P49841 whole entry, looked up): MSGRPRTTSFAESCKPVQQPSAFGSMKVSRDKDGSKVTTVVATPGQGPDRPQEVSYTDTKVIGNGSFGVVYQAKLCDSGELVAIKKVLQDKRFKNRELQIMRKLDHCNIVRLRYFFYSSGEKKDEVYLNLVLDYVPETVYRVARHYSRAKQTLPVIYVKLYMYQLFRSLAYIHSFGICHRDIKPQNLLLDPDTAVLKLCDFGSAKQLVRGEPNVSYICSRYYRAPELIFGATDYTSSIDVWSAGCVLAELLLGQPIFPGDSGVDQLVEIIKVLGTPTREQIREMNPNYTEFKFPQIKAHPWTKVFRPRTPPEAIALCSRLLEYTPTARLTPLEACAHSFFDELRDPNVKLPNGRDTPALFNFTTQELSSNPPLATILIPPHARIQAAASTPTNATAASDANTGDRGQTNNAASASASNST
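Test system: GST-fused GSK3beta enzyme, cell-free | Quantity: 1.6 ng GST-GSK3beta enzyme per well | Reagent: 25 µM ATP with peptide substrate | Schedule: 60 min enzyme reaction, room temperature | Signal: Luminescent ADP-Glo measurement of ADP formed | Read-out basis: Score relative to plate controls | Control set: DMSO and 20 µM GW8510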
AI-2 QS mod – Vibrio harveyi AI-2 quorum sensing modulators, primary screen, JMH597 strain, luminescence/OD600 ratio; Vibrio harveyi JMH597 AI-2 luminescence/OD600 ratio, 9 h; active compounds read low; strain lacks LuxN and CqsS sensors; 0 = neutral-control median; activity change, % at 7.5 µM; hit rate 0.4% among 300,000; in the data active = activity change below about -75%, passing the limit was not always enough; inconclusive = no clear call, values can overlap the other calls;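 note: luminescence divided by OD600 gain over 9 h not by final OD600 alone; inactives centre near 13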
HSP90 refold inh – HSP90 inhibitors, primary screen, cell lysate, luminescence; Heat shock protein HSP 90 (rabbit reticulocyte lysate; luciferase refolding); Rabbit reticulocyte lysate, luciferase refolding luminescence, 3 h; inhibition, % at 5.6 µM; hit rate 0.91% among 290,000; AID 1789, 2009;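 active = inhibition above the screen-wide mean plus 3 SD, computed separately per campaign, cut at about 16% in these data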;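 note: 0% = DMSO wells and 100% = 60 µM geldanamycin wells; inhibitors lower the luminescence because luciferase stays unfolded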
KLF5 inhibitor – KLF5 expression inhibitors, primary screen, DLD-1 cells, luminescence; DLD-1 KLF5 promoter-luciferase reporter; AID 1700, 2009; inhibition, % at 5 µM; hit rate 0.23% among 290,000;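 active = inhibition above a per-plate limit of that plate's mean compound inhibition plus 3 SD, cut at about 60% in these data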;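 note: 0% = DMSO wells and 100% = LY294002 at 200 µM; higher means less KLF5 promoter-driven luciferase light; inactives centre near -14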
GSK3 alpha inh – blockers of GSK3A enzyme activity – biochemical, luminescence, cell-free homogeneous, HTS, primary screen; inhibition, % at 10 µM; GSK-3 alpha kinase, ADP-Glo luminescence, 60 min; hit rate 0.1% among 320,000; AID 2650, 2010;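 in the data active = inhibition above about 50%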;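 note: GST-tagged GSK-3 alpha with peptide substrate and 25 µM ATP; 0% = DMSO neutral wells and 100% = GW8510 positive control wells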
Target sequence (P49840 whole entry, looked up): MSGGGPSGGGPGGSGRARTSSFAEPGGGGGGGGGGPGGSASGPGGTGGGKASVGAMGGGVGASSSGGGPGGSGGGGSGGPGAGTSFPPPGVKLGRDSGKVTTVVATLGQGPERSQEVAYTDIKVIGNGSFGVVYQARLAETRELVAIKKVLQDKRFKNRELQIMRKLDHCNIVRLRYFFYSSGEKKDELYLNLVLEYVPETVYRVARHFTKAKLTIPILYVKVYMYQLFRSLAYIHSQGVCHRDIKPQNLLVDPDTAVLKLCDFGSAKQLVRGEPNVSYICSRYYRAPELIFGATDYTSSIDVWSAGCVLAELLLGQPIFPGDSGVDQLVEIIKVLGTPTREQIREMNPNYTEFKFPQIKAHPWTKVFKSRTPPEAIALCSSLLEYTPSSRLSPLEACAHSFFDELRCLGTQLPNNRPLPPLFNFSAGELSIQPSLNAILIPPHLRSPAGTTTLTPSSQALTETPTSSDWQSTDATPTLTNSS
HSF1 inh – HSF1 inhibitors in luciferase reporter cells, primary screen, cell-based, NIH3T3, luminescence; NIH3T3-HGL HSE-luciferase, MG132-induced, luminescence 8 h; active compounds read low; activity change, negative = inhibition, % at 7.5 µM (by protocol); hit rate 0.77% among 300,000;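 active = more than half of replicate wells show activity change below -50%, luminescence cut by over half; inconclusive = some wells, but at most half, below -50%; inactive = no replicate well below -50%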;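 note: luciferase reports HSF-1 transcriptional activity via heat shock element; 0% = median of DMSO wells and -100% = zero luminescence signal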
aSyn 5UTR inh – MLPCN primary screen, SNCA 5' untranslated region; alpha-synuclein 5'UTR reporter, inhibitor activity; inhibition, % (tested at 7.5 µM); hit rate 0.82% among 300,000; AID 1813, 2009; in the data active = inhibition above about 60%; inconclusive = no clear call, values can overlap the other calls;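 note: H4 neuroglioblastoma cells stably carrying SNCA 5'UTR luciferase fusion; 0% = DMSO wells and 100% = positive control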
PolyA inh – polyadenylation inhibitors in yeast reporter cells, primary screen, luminescence, S. cerevisiae. S. cerevisiae SKY197-pL101 polyadenylation reporter, beta-gal luminescence; efflux-impaired pdr1/pdr3 knockout yeast; score 100 = 6 SD above DMSO. calls only at 12 µM. hit rate 0.02% among 300,000;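 active = lowest replicate activity score at least 50, where 100 means six control SD above control mean; inconclusive = lowest score under 50 but half or more replicates reach 50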;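 note: yeast exposed to compound for 9 h at 30 °C; higher score means more reporter readthrough which indicates perturbed polyadenylation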
* hit, by the source's call; i = inactive; ? = inconclusive; . = no result given. Only part of the results is shown; rates above refer to the full screens.

canonical_smiles	HSF-1 act	IEC-6 cytotox	GSK3beta inhib	AI-2 QS mod	HSP90 refold inh	KLF5 inhibitor	GSK3 alpha inh	HSF1 inh	aSyn 5UTR inh	PolyA inh
Cc1ccc(S(=O)(=O)NNC(=O)c2sc3nc(C)cc(C)c3c2-n2cccc2)cc1	73*	-1	3	14	2	-9	2	30	20	i
Cc1cc(C)nc(SCC(=O)c2ccc(O)cc2O)n1	-49	-11	-3	3	-4	-12	0	-31	-7	i
CCOC(=O)c1c(C)[nH]c(C(=O)NCc2ccco2)c1C	26	2	2	9	1	-29	0	9	-21	i
N#Cc1cccc(C(c2nnnn2C2CCCC2)N2CCCCCC2)c1 (stereo unspecified)	-2	-2	5	28	4	-6	-3	1	1	i
COc1cccc(N2CCN(c3c4c(nc5ncnn35)CCC4)CC2)c1	26	5	-4	51	0	-17	-3	7	-3	i
COc1ccccc1Oc1c(C)oc2cc(OC(=O)c3ccco3)ccc2c1=O	.	3	.	.	-3	1	0	.	.	.
Cc1ccc(C)c(NC(=O)c2cc(S(=O)(=O)N3CCOCC3)cn2C)c1	-8	-1	-3	21	-3	-11	-3	-1	0	i
Cc1cc(C(F)(F)F)nn1Cc1n[nH]c(=S)n1-c1ccc(Cl)cc1	-8	-1	3	19	-3	-14	2	1	11	i
CC(C)(C)c1ccc(Cn2nc(CC(=O)O)c3ccccc3c2=O)cc1	24	3	5	37	-2	-4	-2	-5	-2	i
COc1cc(CN(C(=O)c2ccco2)c2ccc(C)cc2)ccc1O	12	1	-5	13	-3	-7	0	-5	21	i
Cc1cc(Cl)nc(-n2nc(C)cc2C)n1	0	-7	-1	16	-4	2	-4	3	2	i
COc1cccc(N2CCN(C(=O)CCC(=O)N3CCOc4ccc(C)cc43)CC2)c1	-19	0	2	24	-3	-5	-2	-3	-2	i
O=C(N/N=C/c1ccc([N+](=O)[O-])s1)C(O)c1ccccc1 (stereo unspecified)	17	2	-2	?	-1	-14	.	15	-1	i
CCOc1c2ccc(C(=O)NCc3ccc4c(c3)OCO4)cc2nn1C	19	2	4	14	1	-22	-1	5	-3	i
COc1ccc(-c2c(C#N)c(N)nc3c2c(=O)n(C)c(=O)n3C)cc1	-4	7	2	?	6	-10	-4	-8	6	i
C/C(Cn1cnc([N+](=O)[O-])n1)=N\NC(=O)c1ccccc1	4	0	0	31	-3	-76	0	3	-53	i
CCOc1ccccc1OCC(=O)OCC(=O)Nc1ncc(Cl)cc1Cl	11	1	0	-13	2	-15	-4	0	-5	i
O=C(Nc1cccc(Cl)c1)c1cc(N=Nc2ccc([N+](=O)[O-])cc2Cl)ccc1O	23	-2	-6	17	-2	-8	6	9	-4	i
CCOc1ccc(NC(=O)Cc2ccccc2)cc1	24	-6	0	14	2	-94	0	8	-53	i
O=C(CSc1nncc(=O)[nH]1)NCc1ccccc1	4	-3	3	5	0	-27	1	3	-18	i
CN(C/C=C/c1ccccc1)C1CCCCC1	-4	-3	-1	17	1	-30	-3	-2	-16	i
O=C(COC(=O)c1cccnc1Cl)c1ccc(Cl)cc1Cl	19	-9	-3	2	-2	-30	-4	3	-1	i
O=C(NC(=O)c1ccccc1O)c1ccc(C(F)(F)F)cc1	91*	-7	0	22	0	-40	-2	62	-69	i
CC(C)(C)NC(=O)CSc1nnc(CN2CCCCCC2=O)n1-c1ccccn1	4	0	3	22	2	-1	.	7	-11	i
CNc1c(C(=O)O)ccc2c1C(=O)c1ccccc1C2=O	-5	-4	0	11	0	-26	8	5	23	i
COc1c(C)cccc1C(=O)Nc1cc(Cl)ccc1N1CCOCC1	1	1	3	36	1	-7	-3	-3	27	i
Cn1c2ccccc2c2nnc(SCC(=O)NC3CC3)nc21	-11	10	3	21	-4	0	-2	-7	-2	i
Cc1ccc(S(=O)(=O)n2cccc2C)cc1	1	.	-1	-1	.	.	0	0	7	i
COc1ccc2cc(/C=C3\SC(=S)NC3=O)c(N3CCOCC3)nc2c1	-17	-1	0	27	0	-6	24	-3	-3	i
COC(=O)c1cc(NCc2cccs2)ccc1N1CCOCC1	14	-3	-3	7	-2	-29	0	-3	5	i
Cc1cccc(N(Cc2ccccc2)C(=O)Cc2ccc(S(=O)(=O)N3CCOCC3)s2)c1	26	.	1	-1	.	.	3	13	4	i
Cc1ccc2c(c1)N(CC(=O)Nc1ccc3c(c1)OCCO3)C(=O)CO2	-1	5	3	25	1	-13	0	1	11	i
COC(=O)c1c(C(C)=O)c(C)n(C)c1C	3	-3	-1	9	-2	-20	0	-7	9	i
Nc1nonc1C(=O)NCCNCc1ccccc1OCc1ccc(F)cc1	25	6	-4	38	1	-18	-1	8	8	i
Cc1c(CCC(=O)O)c(=O)oc2cc(OCc3cccc(F)c3)ccc12	17	1	2	25	6	-18	-3	4	-11	i
COc1ccc(N(CC(O)CN2C(=O)NC(C)(C)C2=O)S(=O)(=O)c2ccc(C)cc2)cc1 (stereo unspecified)	-7	-2	0	-1	4	-30	-1	-7	-18	i
COCCNc1nc(-c2cc(C)c(C)cc2C)cs1	13	0	1	-2	-2	-17	-1	0	-38	i
CSc1nc(C)nc2c1c(=O)n(C)c(=O)n2C	-21	-1	-1	9	-2	-20	2	-4	21	i
N#CC1=C(N)N(c2ccccc2)C2=C(C(=O)CCC2)C1c1ccccc1 (stereo unspecified)	13	-7	-1	9	-3	1	0	14	-49	i
O=C(CSc1nc2ccc(Cl)cc2[nH]1)c1ccc2c(c1)OCO2	2	10	1	25	3	4	-2	-6	-67	i
O=C(CN1C(=O)NC2(CCCCC2)C1=O)Nc1nc2c(F)cc(F)cc2s1	-20	.	1	11	.	.	-1	-2	-18	i
Cc1csc(N(C(=O)c2ccc(S(=O)(=O)N(C)C)cc2)c2ccccc2)n1	9	5	-1	7	2	-25	9	-6	12	i
COc1ccc(CCNC(=O)Cc2cccc(C(F)(F)F)c2)cc1OC	-7	-6	0	0	-5	1	0	5	7	i
Cn1c(O)c(N=NC(=O)Cn2ccc(C(F)(F)F)n2)c2ccccc21	30	4	5	9	-1	-25	2	-1	-11	i
COc1cc(/C=N/NC(=O)c2ccncc2)ccc1OC(=O)c1ccc([N+](=O)[O-])cc1	6	-1	1	21	0	-30	-1	-6	3	i
COCC1CCCCC1OS(N)(=O)=O (stereo unspecified)	5	0	4	3	-3	-7	0	-7	0	i
CCOCCCNC(=O)C1CCN(C(=O)Nc2ccc(Cl)cc2)CC1	-5	3	1	28	4	20	-2	-6	17	i
CCOC(=O)c1cc2c(=O)n3ccccc3nc2n(CCCOC)c1=NC(=O)c1cccnc1	8	9	-1	22	-1	-11	0	-6	31	i

Part of the list above, reformatted.
Second line of a record – HSF-1 act	IEC-6 cytotox	GSK3beta inhib	AI-2 QS mod	HSP90 refold inh	KLF5 inhibitor	GSK3 alpha inh	HSF1 inh	aSyn 5UTR inh	PolyA inh
Cc1ccc(S(=O)(=O)NNC(=O)c2sc3nc(C)cc(C)c3c2-n2cccc2)cc1
→ 73*	-1	3	14	2	-9	2	30	20	i
Cc1cc(C)nc(SCC(=O)c2ccc(O)cc2O)n1
→ -49	-11	-3	3	-4	-12	0	-31	-7	i
CCOC(=O)c1c(C)[nH]c(C(=O)NCc2ccco2)c1C
→ 26	2	2	9	1	-29	0	9	-21	i
N#Cc1cccc(C(c2nnnn2C2CCCC2)N2CCCCCC2)c1 (stereo unspecified)
→ -2	-2	5	28	4	-6	-3	1	1	i
COc1cccc(N2CCN(c3c4c(nc5ncnn35)CCC4)CC2)c1
→ 26	5	-4	51	0	-17	-3	7	-3	i
COc1ccccc1Oc1c(C)oc2cc(OC(=O)c3ccco3)ccc2c1=O
→ .	3	.	.	-3	1	0	.	.	.
Cc1ccc(C)c(NC(=O)c2cc(S(=O)(=O)N3CCOCC3)cn2C)c1
→ -8	-1	-3	21	-3	-11	-3	-1	0	i
Cc1cc(C(F)(F)F)nn1Cc1n[nH]c(=S)n1-c1ccc(Cl)cc1
→ -8	-1	3	19	-3	-14	2	1	11	i

Bioassay records from PubChem BioAssay.
